# RECQ1 inh: inhibitors of human RECQ1 DNA helicase. AID 2549. RECQ1 DNA unwinding, red fluorescence kinetic read. P46063. Potency, µM (top dose mostly 57.3 µM), for the others: at the highest dose activity, negative = inhibition, hits mostly inhibitors. hit rate 0.54% among 240,000;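 note: plate controls were vehicle for no effect and no enzyme for full effect; nearly all actives have a fitted effect of over 30% in size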
# Target sequence (P46063 whole entry, looked up): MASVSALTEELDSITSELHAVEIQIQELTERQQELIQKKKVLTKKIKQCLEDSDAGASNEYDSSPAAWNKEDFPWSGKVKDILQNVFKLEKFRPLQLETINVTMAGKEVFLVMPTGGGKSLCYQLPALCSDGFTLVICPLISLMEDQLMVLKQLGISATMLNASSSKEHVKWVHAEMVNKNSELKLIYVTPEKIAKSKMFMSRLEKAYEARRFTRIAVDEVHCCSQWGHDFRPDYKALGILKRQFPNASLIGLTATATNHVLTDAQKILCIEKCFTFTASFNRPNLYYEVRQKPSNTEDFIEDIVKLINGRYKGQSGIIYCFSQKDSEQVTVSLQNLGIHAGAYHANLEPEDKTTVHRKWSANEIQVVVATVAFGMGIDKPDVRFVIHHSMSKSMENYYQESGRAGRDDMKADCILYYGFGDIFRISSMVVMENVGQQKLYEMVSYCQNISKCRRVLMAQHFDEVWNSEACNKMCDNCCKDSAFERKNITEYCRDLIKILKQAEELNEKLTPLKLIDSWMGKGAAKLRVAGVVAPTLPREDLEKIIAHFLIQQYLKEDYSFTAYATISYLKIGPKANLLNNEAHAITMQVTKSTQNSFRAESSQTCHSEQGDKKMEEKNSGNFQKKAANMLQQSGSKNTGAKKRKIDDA
#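 RECQ1T1 50 nM; forked duplex (20 bp + 30-nt ss tails) 200 nM, ATP 2 mM final; pH 8.0, 2 mM MgCl2, 2.5 ug/ml poly(dI-dC); 15 min compound preincubation; discontinuous kinetic read over 2 h at RT.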
# HTT ATP protect: cytoprotection in Huntington HTT-Q103 PC12 cell model. hit rate 0.14% among 230,000. AID 1471. PC12 HTT-Q103 induced, cytoprotection, ATP luminescence, 40 h. Potency, µM (highest dose often 56.4 µM), without a hit: cytoprotection (ATP increase), usual class: activators;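 note: % of control where 0% means no effect; nearly all actives have a fitted effect of over 45% in size; toxic huntingtin expression switched on by the ecdysone agonist tebufenozide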
#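 Quantitative HTS on tebufenozide-induced (100 nM) PC12 cells expressing HTTQ103 exon 1–GFP; compounds tested as a concentration series; survival measured via cellular ATP.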
# Starred values were filed as active, the others as inactive; i = inactive; ? = inconclusive; [ ] = another dose, or the depositor's remark. Calls come from the whole dose curve; as a rule, active = well fitted curve in the direction sought with a large enough effect; inconclusive = small, poorly fitted or top-dose-only effect, or another doubt; inactive = no such curve, though single readings can be large; an effect the other way counts as inactive or inconclusive. Potency is the fitted concentration of half-maximal effect.
SMILES,RECQ1 inh,HTT ATP protect
COc1ccccc1CNc1nc(-c2ccoc2)nc2ccccc12,-19%,-78%[inhibitor]
CN(C)C(=O)c1ccc(-c2ccc3ncnc(N(C)C)c3c2)cc1,i,-15%
Cc1nc2cnc(N(C)C)nc2n(Cc2cccs2)c1=O,i,-42%[inhibitor]
CN(Cc1ccco1)c1nc(-c2cccnc2)nc2ccccc12,-27%,4%
CC(C)NC(=O)N1CCC2(CC1)CCN(C(=O)c1cccc(F)c1)CC2,-3%,10%
N#Cc1ccc(CN2CC3(CCN(C(=O)c4cccc(F)c4)CC3)C2)cc1,i,-33%[inhibitor]
COc1cccc(-c2nccc(N(C)Cc3ccco3)n2)c1,-4%,-49%[inhibitor]
c1cncc(CNc2ccnc(-c3cccnc3)n2)c1,10%,-47%[inhibitor]
CNc1nc(-c2cccnc2)nc2ccccc12,i,10%
CN(C)Cc1ccccc1-c1cc(NCc2ccccc2)ncn1,-8%,-1%
Cc1nc2cnc(N3CCN(C)CC3)nc2n(-c2ccccc2)c1=O,-3%,-314%[inhibitor]
COCC(=O)N1CCC2(CC1)CCN(C(=O)Nc1cccc(F)c1)CC2,i,-27%
COc1cccc(Cn2c(=O)c(-c3ccc(F)cc3)nc3cncnc32)c1,-8%,-110%[inhibitor]
N#Cc1cccc(NC(=O)N2CC[C@@]3(CCCNC3)C2)c1,i,?
COc1ccccc1CNc1nc(-c2c(C)noc2C)nc2ccccc12,-12%,-37%[inhibitor]
COCCn1c(=O)c(-c2cc(F)cc(F)c2)nc2cnc(Nc3cccc(OC)c3)nc21,-10%,-6%
Cc1ccccc1-c1ccc2ncnc(NCc3cccs3)c2c1,?,-188%[inhibitor]
COc1ccc2[nH]cc(CCNc3ncncc3-c3ccccc3C(F)(F)F)c2c1,i,-82%[inhibitor]
COc1ccc(Oc2ncc3nc(-c4ccccc4)c(=O)n(CCC#N)c3n2)cc1,-6%,0%
CS(=O)(=O)Nc1cccc(-c2nccc(NCc3cccs3)n2)c1,i,-19%
COc1cccc(-c2nc(NCc3cccs3)c3ccccc3n2)c1,-15%,-12%
COc1ccc(-n2c(=O)c(-c3cccs3)nc3cnc(Nc4ccccc4)nc32)cc1,-1%,11%
O=c1c(-c2ccccc2)nc2cnc(N3CCNCC3)nc2n1-c1ccccc1,i,-3%
CNc1ncncc1-c1ccccc1CN(C)C,-5%,-44%[inhibitor]
COc1ccc(C(=O)N2CCC3(CCCN(Cc4ccccc4OC)C3)CC2)cc1,-4%,14%
CS(=O)(=O)Nc1cccc(-c2cc(NCc3cccs3)ncn2)c1,-1%,6%
CC(C)CN1CC2(CCN(C(=O)c3cccc(F)c3)CC2)C1,i,-18%
COCC(=O)N1CCC2(CC1)CCN(C(=O)Nc1cccc(C#N)c1)CC2,i,14%
COc1cccc(Nc2ncc3nc(C)c(=O)n(C4CC4)c3n2)c1,-6%,-33%[inhibitor]
Cc1cnc(CNc2nc(-c3ccccc3Cl)nc3ccccc23)cn1,i,4%
COc1ccc(-n2c(=O)c(-c3cc(F)cc(F)c3)nc3cncnc32)cc1,-3%,-60%[inhibitor]
CCNc1ncc2ncc(=O)n(C[C@H]3CCCO3)c2n1,-5%,-2%
CC(C)NC(=O)N1CC2(CCN(C(=O)c3cc(C(F)(F)F)cc(C(F)(F)F)c3)CC2)C1,-12%,-5%
COCCn1c(=O)c(CCc2ccccc2)nc2cnc(Oc3ccc(OC)cc3)nc21,-9%,-97%[inhibitor]
O=c1c(-c2ccccc2)nc2cnc(N3CCNCC3)nc2n1Cc1cccs1,-5%,3%
COCCNc1nc(-c2ccoc2)nc2ccccc12,-3%,-11%
CC(=O)N1CCC[C@@]2(CCN(C(=O)Nc3cccc(C#N)c3)C2)C1,-8%,-5%
Cc1cnc(CNc2ncnc3ccc(-c4ccccc4C(F)(F)F)cc23)cn1,-4%,-49%[inhibitor]
O=c1c(-c2ccc(F)cc2)nc2cnc(N3CCOCC3)nc2n1Cc1cccs1,i,-6%
COc1ccc(CNc2nc(-c3ccc(N(C)C)cc3)nc3ccccc23)c(OC)c1,-16%,-105%[inhibitor]
O=c1cnc2cnc(OCc3ccccc3)nc2n1Cc1ccc(F)cc1,13%,-241%[inhibitor]
COc1ccccc1CCn1c(=O)c(-c2cccc(F)c2)nc2cncnc21,-10%,?
Clc1ccccc1-c1nc(NCCN2CCOCC2)c2ccccc2n1,i,-3%
COCCn1c(=O)cnc2cnc(Nc3cccc(OC)c3)nc21,i,?
CCNc1ncc2nc(-c3cn(C)c4ccccc34)c(=O)n(Cc3ccc(F)cc3)c2n1,-5%,25µM*

# Compound profiles, from the list above. Order of screens: RECQ1 inh, HTT ATP protect
# COc1ccccc1CCn1c(=O)c(-c2cccc(F)c2)nc2cncnc21 as listed: -10%, ?
# COc1ccc(CNc2nc(-c3ccc(N(C)C)cc3)nc3ccccc23)c(OC)c1 as listed: -16%, -105%[inhibitor]

# Some of these compounds in order of the RECQ1 inh value, smallest number first.
SMILES | RECQ1 inh
COc1ccc(CNc2nc(-c3ccc(N(C)C)cc3)nc3ccccc23)c(OC)c1 | -16%
CC(C)NC(=O)N1CC2(CCN(C(=O)c3cc(C(F)(F)F)cc(C(F)(F)F)c3)CC2)C1 | -12%
COc1ccccc1CCn1c(=O)c(-c2cccc(F)c2)nc2cncnc21 | -10%
COCCNc1nc(-c2ccoc2)nc2ccccc12 | -3%

# Next part
SMILES,RECQ1 inh,HTT ATP protect
COc1cccc(Cn2c(=O)c(-c3ccccc3)nc3cnc(OC)nc32)c1,-8%,?
O=S(=O)(c1ccccc1)N1CCC[C@@]2(CCN(Cc3cc(C(F)(F)F)cc(C(F)(F)F)c3)C2)C1,-17%,2%
Cn1c(=O)c(-c2ccc(F)c(F)c2)nc2cncnc21,15%,?
O=C(c1cccc(F)c1)N1CCC[C@@]2(CCN(c3cccc(-c4ccccc4)c3)C2)C1,-7%,23%
CC(C)CN1CC[C@@]2(CCCN(S(=O)(=O)c3ccccc3)C2)C1,-7%,?
CCNc1ncc2nc(-c3ccc(F)cc3)c(=O)n(C[C@H]3CCCO3)c2n1,-17%,-23%
O=C(c1csnn1)N1CCC[C@@]2(CCN(Cc3cc(C(F)(F)F)cc(C(F)(F)F)c3)C2)C1,-1%,13%
N#Cc1cccc(-c2ccc3ncnc(NCc4ccccc4)c3c2)c1,?,-38%[inhibitor]
CN1CCN(c2ncc3nc(CCc4ccccc4)c(=O)n(CCC#N)c3n2)CC1,-8%,5%
O=C(c1ccco1)N1CCC2(CC1)CCN(c1ncccn1)CC2,i,13%
COc1cccc(-c2cncnc2NCCc2c[nH]c3ccc(OC)cc23)c1,0%,3.2µM*
COc1ccccc1CN1CC[C@@]2(CCCN(C(=O)c3ccco3)C2)C1,-5%,20%
COc1ccc(-n2c(=O)c(-c3cn(C)c4ccccc34)nc3cnc(N4CCOCC4)nc32)cc1,-4%,-33%[inhibitor]
CCNc1ncc2nc(CCc3ccccc3)c(=O)n(CCOC)c2n1,-7%,-57%[inhibitor]
COCCn1c(=O)c(CCc2ccccc2)nc2cnc(N3CCN(C)CC3)nc21,-7%,-20%

# A draw from above in order of molar mass, low to high.
SMILES,RECQ1 inh,HTT ATP protect
Cn1c(=O)c(-c2ccc(F)c(F)c2)nc2cncnc21,15%,?
CC(C)CN1CC[C@@]2(CCCN(S(=O)(=O)c3ccccc3)C2)C1,-7%,?
COc1ccccc1CN1CC[C@@]2(CCCN(C(=O)c3ccco3)C2)C1,-5%,20%
COc1cccc(Cn2c(=O)c(-c3ccccc3)nc3cnc(OC)nc32)c1,-8%,?

# Reprinted at random: 4 records from the list, in no set order.
SMILES,RECQ1 inh,HTT ATP protect
Cn1c(=O)c(-c2ccc(F)c(F)c2)nc2cncnc21,15%,?
O=C(c1csnn1)N1CCC[C@@]2(CCN(Cc3cc(C(F)(F)F)cc(C(F)(F)F)c3)C2)C1,-1%,13%
N#Cc1cccc(-c2ccc3ncnc(NCc4ccccc4)c3c2)c1,?,-38%[inhibitor]
CCNc1ncc2nc(CCc3ccccc3)c(=O)n(CCOC)c2n1,-7%,-57%[inhibitor]

# Further structures follow:
SMILES,RECQ1 inh,HTT ATP protect
COc1ccccc1CCn1c(=O)c(-c2ccc(F)cc2)nc2cncnc21,-5%,?
COC(=O)N1CCC2(CCN(Cc3cc(C(F)(F)F)cc(C(F)(F)F)c3)CC2)CC1,-8%,-58%[inhibitor]
O=C(Oc1ccccc1)N1CCC2(CCCN(c3ccc(-c4ccccc4)cc3)C2)CC1,-8%,5%
COc1ccc(C(=O)N2CCC3(CC2)CN(c2ccc(-c4ccccc4)cc2)C3)cc1,-7%,-33%[inhibitor]
COc1ccccc1CNc1cc(-c2ccccc2OC)ncn1,1%,-90%[inhibitor]
CCNc1ncc2nc(-c3ccc(Cl)cc3)c(=O)n(Cc3ccc(F)cc3)c2n1,-5%,5%
CCNc1ncc2ncc(=O)n(CCOC)c2n1,i,6%
COc1ccc(Oc2ncc3ncc(=O)n(CCc4ccccc4)c3n2)cc1,-5%,23%
COc1ccccc1CN1CCCC2(CCN(S(=O)(=O)c3ccccc3)CC2)C1,-4%,-67%[inhibitor]
COCCn1c(=O)c(CCc2ccccc2)nc2cnc(Nc3cccc(OC)c3)nc21,i,-38%[inhibitor]
O=C(c1cc(C(F)(F)F)cc(C(F)(F)F)c1)N1CCC2(CC1)CCN(c1ccncc1)CC2,-10%,-19%
O=S(=O)(c1ccccc1)N1CCC[C@@]2(CCN(C(c3ccccc3)c3ccccc3)C2)C1,-7%,-56%[inhibitor]
O=c1cnc2cnc(N3CCOCC3)nc2n1C1CC1,-4%,-57%[inhibitor]
COc1ccc(CNc2ncncc2-c2cccc(NS(C)(=O)=O)c2)c(OC)c1,i,-44%[inhibitor]
COc1cccc(Nc2ncc3nc(C)c(=O)n(C)c3n2)c1,-5%,-113%[inhibitor]
N#Cc1ccc(CN2CCCC3(CCNCC3)C2)cc1,-3%,9%
COc1ccc(Oc2ncc3nc(-c4ccc(OC)cc4)c(=O)n(C)c3n2)cc1,i,-10%
COc1ccc(C(=O)N2CCC3(CC2)CN(c2ccccc2)C3)cc1,i,5%
Cc1nc2cnc(Oc3cccc(Cl)c3)nc2n(CCC#N)c1=O,-4%,?
CN(C)C(=O)c1ccc(-c2nc(NC3CCNCC3)c3ccccc3n2)cc1,1%,-17%
COc1ccccc1CNc1cc(-c2ccccc2CN(C)C)ncn1,i,?
c1ccc(Nc2ncncc2-c2ccc3c(c2)OCO3)cc1,i,-54%[inhibitor]
COCCn1c(=O)c(-c2cccc(C#N)c2)nc2cnc(N3CCNCC3)nc21,0%,6%

# An excerpt; the hit share may differ from the screen's.
